Pf Dd2 growth – qHTS Primary assay for Inhibitors of Plasmodium falciparum Dd2 growth in vitro; P. falciparum Dd2 growth, SYBR Green, 72 h; AID 1347417, 2020; 120,000 compounds, 4.3% hits; Potency, µM (series often up to 28.9 µM), for inactives: top-dose activity, negative = inhibition, hits mostly inhibitors; active = well fitted inhibition curve with a large enough effect; inconclusive = small, poorly fitted or top-dose-only effect; inactive = no such curve, though single readings can be large or run the other way;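 also: plate controls were DMSO vehicle for no effect and reference drug for full effect; nearly all actives have a fitted effect of over 65% in size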
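Readout: SYBR Green fluorescence, 485 nm excitation, 535 nm emission, after ~16 h lysis at 37C. Before that, Dd2-infected red cells (2.5% hematocrit) grew 72 h with compound, 29 uM top final concentration.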
* hit, by the source's call; i = inactive; ? = inconclusive; [ ] = dose if it differs, or a comment. Potency is read from the fitted curve at half-maximal effect. This is a subset; count on the stated rates, not on these rows.

SMILES	Pf Dd2 growth
O=CN1CCC(Cn2cnc3cccnc32)CC1	22.2%[44.1 µM]
CCc1ccccc1NC(=O)c1sc(-n2nc(C)c(Cc3ccccc3)c2C)nc1C	?
O=C(c1ccc2c(c1)OCO2)N1CCC2(CC1)CC(O)CCO2 (stereo not given)	11.6%
Cc1ccccc1Nc1c(-c2ccc(N3CCOCC3)cc2)nc2ccccn12	?
COc1ccc2nc([C@H]3CCN(Cc4ccc(F)cc4)C3)[nH]c2c1	?
CN(C)[S+](=O)([O-])c1ccc2c(c1)OCCN(Cc1cccc(F)c1F)C2	i
CS(=O)(=O)N1CCC(N2CC(OCC3CC3)C23CCCCC3)CC1 (stereo not given)	?
Clc1ccc(-c2nnc([C@H]3CCN(Cc4c[nH]c5ccccc45)C3)o2)cc1	-23.5%[44.1 µM]
Cc1nc(-c2c3n(c(=O)n(Cc4ccc(C#N)cc4)c2=O)CCCCC3)no1	7.5%
CSc1cccc(-n2nnc(-c3nsc(NC(=O)c4cccs4)n3)c2C)c1	?
COc1ccccc1OCC(=O)c1ccc2c(c1)N(C(C)C(=O)NCCc1ccccc1)C(=O)CO2 (stereo not given)	i
Cc1ccc(OC2(C(=O)N[C@H]3CCc4ccccc43)CCNCC2)cc1	7.94µM*
O=C(Nc1cnc(-c2cccc(Cl)c2)nc1)c1ccsc1	i
COc1ccc(C(=O)N2CC(c3nnc(-c4ccncc4)o3)C3(CCOCC3)C2)cc1 (stereo not given)	-20.9%
CCc1noc(-c2nc(-c3ccccc3F)no2)n1	i
c1csc(CNC[C@H]2Cn3ccnc3CO2)c1	?
O=C(CSc1nc(=O)n(Cc2ccco2)c2c1CCC2)NCc1ccc(Cl)cc1	-2.0%
COc1ccc(S(=O)(=O)N2C[C@@H]3C[C@H](C2)c2ccc(NS(=O)(=O)c4cccc(F)c4)c(=O)n2C3)cc1	-15.2%
O=C(Cc1ccccc1)N1CCC(Cc2nc(-c3ccccc3)n[nH]2)CC1	?
COCCNC(=O)[C@@H]1C[C@H](Oc2cccnc2)CN1C(=O)C1CC=CC1	27.0%
COc1ccc(-n2c(=O)c3c(c4cc(OC)ccc4n3C)n(Cc3cc(C)ccc3C)c2=O)cc1	7.0%
CCOc1ccc(NC(=O)CCS(=O)(=O)c2cccc3nonc23)cc1	108.3%[activator]
O=C(CC1CC1)N1C[C@H]2OC(=O)N(CCc3cccc(Cl)c3)[C@H]2C1	2.2%
Cc1ccc(NC(=O)Cn2c(=O)n(CCCS(=O)(=O)C3CCCCC3)c(=O)c3ccccc32)cc1F	30.5%[activator]
CC(C)CC(=O)Nc1nc2c(s1)CC(C(C)(C)C)CC2 (stereo not given)	?
SMILES	Pf Dd2 growth
CCOc1ccc(-c2cc3c(=O)n(CCNC(=O)Cc4cccc(F)c4)ccn3n2)cc1	i
O=C(Nc1ccccc1)N1CCC(Oc2ncccc2C(=O)N2CCOCC2)C1 (stereo not given)	16.0%
O=C(O)CCC(=O)N[C@H]1CCN2C(=O)c3cc(-c4ccccc4)ccc3NC(=O)[C@H]12	-14.9%[44.1 µM]
CCOC(=O)c1cnc2cc(C(F)(F)F)ccc2c1N1CCN(c2ccc(F)cc2)CC1	?
COC(=O)c1c(C)oc2ccc(N(C(=O)c3ccncc3)S(=O)(=O)c3ccc(Br)cc3)cc12	i
COc1ccc(CNC(=O)C[C@@H]2CCNC[C@@H]2Cc2cc(-c3ccc(C(C)(C)C)cc3)on2)cc1OC	?
CCN1C(=O)C2CC3(CCN(Cc4ccc5cc[nH]c5c4)CC3)CN2C1=O (stereo not given)	-10.8%
CC1=C[C@@H](CN2CCCC2)[C@H](C(C)C)C[C@H]1Cc1nnc(-c2ccc([N+](=O)[O-])cc2)o1	1.78µM*
COc1ccc(OC)c(CNC(=O)c2cc3c(-c4ccc(OC)c(OC)c4)nn(C)c3s2)c1	?
Cc1ccc(C)c(N2CCN(C(=O)c3cccc(-n4c(C)nc5cccnc54)c3)CC2)c1	-2.9%
O=C(Nc1ccccc1)N(Cc1cccs1)c1ccc(F)cc1	-11.2%
CCN(CC)c1ccc(NC(=O)c2sc3nc4c(cc3c2N)CN(C)CC4)cc1	-19.9%
CC(=O)N1Cc2ccccc2CC2(CCCN2CC2CCCC2)C1 (stereo not given)	10µM*
O=C(NCCc1ccc(F)cc1)C(=O)NCC(c1ccc2c(c1)OCO2)N1CCOCC1 (stereo not given)	25.7%
O=C(c1cc(F)ccc1F)N1CC(Oc2cccc(-c3nc(-c4ccccc4)no3)c2)C1	-16.1%[5.79 µM]
O=C1C(N2CCN(Cc3ccc[nH]3)CC2)CCN1Cc1ccccn1 (stereo not given)	-16.8%
O=C(c1cccc2ncccc12)N1CCC2(CC1)Nc1ccccc1NC2=O	12.6%
COc1ccc(C(=O)NCc2ccc3c(c2)CCN3C(=O)c2ccc(Cl)cc2)c(OC)c1	9.4%
Cc1cc(=O)n(Cc2cccc(Cl)c2)c2c1c(C)nn2C	14.2%
c1ccc(-c2ccc(CN3CCOC[C@H](Oc4cnccn4)C3)cc2)cc1	5.62µM*
Cc1nn(CCNC(=O)c2ccccc2C2CCNC2)c(C)c1Cl (stereo not given)	5.4%
COCCN1CCCC(c2[nH]ccc2C(=O)NCCc2nc3ccccc3[nH]2)C1 (stereo not given)	0.7%
O=C(c1cnn2ccccc12)N1CCC(Cc2cccc(CO)c2)C1 (stereo not given)	-25.8%
CCN(Cc1ccc(OC)cc1)c1ccc(-c2nc(-c3ccncc3)no2)cc1[N+](=O)[O-]	?
COc1cccc(-c2ccc(CN3C4CCC3CN(C(C)C)C4)cc2)c1	18.2%
SMILES	Pf Dd2 growth
Cc1ccc2c(CC(=O)Nc3c(C(=O)c4ccc(F)cc4)oc4ccccc34)coc2c1C	?
COCCC(=O)N1CCCCCCNC(=O)[C@@H]2C[C@@H](c3nc(-c4cccnc4)no3)C[C@@H]21	i
Cc1oc2ncnc(N3CCCCC3)c2c1C(=O)Nc1cccc(F)c1	i
O=C(CC1CCCCC1)N1CCC2(CC1)CC(N(Cc1ccc(F)cc1)C1CC1)CCO2 (stereo not given)	?
Nc1nc2c(s1)C(c1ccccc1)CC(=O)N2 (stereo not given)	-11.5%
Cc1ccc(C)c(CSc2c(C(C)C)cnc3c2c(=O)n(C)c(=O)n3C)c1	?
CCCN1C(=O)Cc2ccccc2C1C(=O)NCc1ccc(F)cc1Cl (stereo not given)	-16.8%
CCOc1ccc(CCNC(=O)c2cc3c(=O)n(C)c4ccccc4c3n2C)cc1OCC	?
O=C(c1cccnc1)N1CCC2(CC1)CC(N(C(=O)c1ccccc1)C1CC1)CCO2 (stereo not given)	i
CSc1nn(CC(=O)Nc2ccccc2F)c(N)c1S(=O)(=O)c1ccccc1	11.5%
CCCc1nnc([C@H]2CCN(C(=O)COC)C2)o1	4.1%[44.1 µM]
CO[C@@H]1CO[C@H]2[C@@H]1OC[C@@H]2NC(=S)Nc1ccccc1	4.0%[44.1 µM]
COc1ccc(CNC(=O)c2cc3n(n2)CC(c2ccc(Cl)cc2)OC3)cc1OC (stereo not given)	?
CCNC(=O)N[C@H]1CO[C@H]2[C@@H]1OC[C@@H]2Nc1nccc(-c2cccc(F)c2)n1	8.7%[44.1 µM]
Cc1ccccc1NC(=O)N1C[C@@H](F)C[C@H]1C(=O)N1CCc2ccccc2C1	?
O=C(CC1CCN(C(=O)C2(c3ccccc3)CC2)C1)NC1CC1 (stereo not given)	18.0%
O=C(NCc1cccc(C(F)(F)F)c1)C1(CCO)CCN(c2ncccn2)C1 (stereo not given)	-9.4%
COC(=O)[C@@H](Cc1cccnc1)NC(=O)[C@H]1CN(C(=O)Nc2ccccc2)CCN1C(=O)C1CCCCC1	?
CC(C)c1ccc(C(C)NC(=O)CN2CCCc3nc(-c4ccccc4)ncc3C2=O)cc1 (stereo not given)	i
CC(C)c1noc(-c2ccn3c(CNC(=O)Cc4ccccc4Cl)nnc3c2)n1	5.01µM*
COc1ccc(-c2nc3cc(C)ccc3cc2CN2CCCC(OC)C2)cc1 (stereo not given)	?
CN(C)c1ccc(C(CNC(=O)c2ccc(C(C)(C)C)cc2)N2CCCC2)cc1 (stereo not given)	6.31µM*
O=c1c2c(n(CCOc3ccccc3)n1-c1ccccc1)CN(Cc1nccs1)CC2	?
Cc1ccc2c(c1)N(C(=O)c1ccc(F)cc1)C(C)(C)CC2(C)c1ccccc1 (stereo not given)	?
O=C1NCCN2CC3(CCN(S(=O)(=O)c4ccc5c(c4)OCCO5)CC3)CC12 (stereo not given)	15.7%
SMILES	Pf Dd2 growth
Cc1ccc(CNC(=O)N2C[C@@H](F)C[C@H]2C(=O)N2CCCCC2)cc1	i
CN(C(=O)c1ccc(C(F)(F)F)cc1)C1CCOc2ccccc21 (stereo not given)	?
CCOc1ccccc1NC(=O)c1c(NC(=O)COc2ccccc2)sc2c1CCCC2	53.7%[activator]
Cc1ccc2nc([C@H]3CCN(Cc4ccc(S(C)(=O)=O)cc4)C3)[nH]c2c1	?
CN(C)C[C@@H]1CN(c2ncccn2)C[C@H]1NC(=O)c1cnccn1	3.5%
O=S(=O)(NC[C@@H]1CCNC[C@H]1O)N1CCCCCC1	-4.2%
COc1ccc(CNC(=O)CCn2ccn3nc4c(c3c2=O)CCCC4)cc1	-29.5%
CC(C)(C)OC(=O)N1CCC(c2c(C(=O)N3CCc4ccccc4C3)cnn2-c2ccc(Cl)cc2)CC1	?
COc1ccc(CCCN2C(=O)O[C@@H]3CN(S(=O)(=O)N4CCCC4)C[C@@H]32)cc1	-3.7%
Cc1cc(C)cc(N2CCN(c3cc(C4CC(O)C4)nc(C)n3)CC2=O)c1 (stereo not given)	?
CCc1ccccc1NC(=O)C1CCN(S(=O)(=O)c2ccccc2)CC1	30.6%[activator]
COc1ccc(NC(=O)c2ccc3c(c2)N(C)C2CCCN2C3=O)cc1OC (stereo not given)	-10.1%
Cn1nc(-c2ccc(N3CCCCC3)c(NC(=O)c3ccc(Cl)cc3)c2)c2ccccc2c1=O	i
CC(=O)NCCC(=O)N1Cc2ccccc2CC2(CCCCN2CC2CCNC2)C1 (stereo not given)	11.9%
Fc1ccccc1CN1CCNc2cnc(Oc3ccccc3)cc2C1	14.6%[44.1 µM]
Cc1cccc(Oc2ccc3c(c2)Oc2ccccc2NC3=O)c1	-4.2%
CCOc1ccccc1CNC(=O)CCCn1nc(C)c2sc3ccccc3c2c1=O	-7.1%
COc1ccc(OCC(=O)N2CCCC3(C2)Nc2cccnc2NC3=NC2CCCC2)cc1 (stereo not given)	i[5.79 µM]
Cc1ccc(CN(C(=O)c2ccccc2F)c2ccccn2)o1	?
Cn1cnc(S(=O)(=O)N2CCC(Oc3ncccc3C(=O)N3CCOCC3)C2)c1 (stereo not given)	i
CCCCc1ccc(NC(=O)COc2cccc3c(=O)n(C)ccc23)cc1	15.9%
Cc1cccc(OC[C@H]2C[C@@H](NCc3nccn3C)[C@H](O)[C@@H]2O)n1	-15.1%
O=C1NCCOCCCN(C(=O)C2CC2)[C@H]2CCCC[C@@H]12	-11.7%
O=C(c1cc(-c2ccccc2F)cc2c1OCCN2Cc1cccnc1)N1CCC1	-10.8%[44.1 µM]
Cc1ccc(NC(=O)CSc2nc3ccc(NC(=O)c4cccs4)cc3s2)cc1	i
SMILES	Pf Dd2 growth
CCN1CC(c2ccccc2)CC2(CCN(C(=O)c3ccn(CC)n3)CC2)C1 (stereo not given)	9.4%
O=C(CCC1CCN(C(=O)c2ccccc2F)CC1)NCc1ccco1	-13.3%
COc1cc(Cl)ccc1C(=O)N1CCC(OC2CCN(C)CC2)CC1	i
Cc1nc(-c2ccc(C(F)(F)F)cc2)cc([C@H]2CN3CC[C@H]2C[C@@H]3CNC(=O)c2ccccc2C(=O)O)n1	-8.4%
COc1cc(C)ccc1OCCSc1nc2ccc(NC(=O)c3ccc(F)cc3)cc2s1	?
Cn1cnc(C(=O)N2CCOc3ccc(CCC(=O)NCC4CC4)cc3C2)c1	-4.4%
Cc1ccc(C(=O)N2CCC3(CC2)CC(N2CCN(CC(C)C)CC2)CCO3)s1 (stereo not given)	i
NC(=O)c1ccc(NC(=O)C[C@H]2NC(=O)c3ccccc3NC2=O)cc1	4.6%
O=C(Cn1nc2c(cc1=O)CCCC2)NCC1CCCO1 (stereo not given)	-4.8%
CCCN1CCCC2(Cc3ccccc3CN(C(=O)c3c(C)noc3C)C2)C1 (stereo not given)	?
COCCCn1c(C)cc(C(=O)N2CCCC(CO)CCNC(=O)CC2)c1C (stereo not given)	14.4%

14 entries already listed, sorted by length of the SMILES, lowest first:
SMILES	Pf Dd2 growth
c1csc(CNC[C@H]2Cn3ccnc3CO2)c1	?
CCCc1nnc([C@H]2CCN(C(=O)COC)C2)o1	4.1%[44.1 µM]
O=C(c1cnn2ccccc12)N1CCC(Cc2cccc(CO)c2)C1 (stereo not given)	-25.8%
CN(C(=O)c1ccc(C(F)(F)F)cc1)C1CCOc2ccccc21 (stereo not given)	?
CS(=O)(=O)N1CCC(N2CC(OCC3CC3)C23CCCCC3)CC1 (stereo not given)	?
COc1cccc(-c2ccc(CN3C4CCC3CN(C(C)C)C4)cc2)c1	18.2%
CCCN1CCCC2(Cc3ccccc3CN(C(=O)c3c(C)noc3C)C2)C1 (stereo not given)	?
Cc1cc(C)cc(N2CCN(c3cc(C4CC(O)C4)nc(C)n3)CC2=O)c1 (stereo not given)	?
Cc1ccc(C(=O)N2CCC3(CC2)CC(N2CCN(CC(C)C)CC2)CCO3)s1 (stereo not given)	i
CCOc1ccc(CCNC(=O)c2cc3c(=O)n(C)c4ccccc4c3n2C)cc1OCC	?
Cc1ccc2c(c1)N(C(=O)c1ccc(F)cc1)C(C)(C)CC2(C)c1ccccc1 (stereo not given)	?
O=C(CC1CCCCC1)N1CCC2(CC1)CC(N(Cc1ccc(F)cc1)C1CC1)CCO2 (stereo not given)	?
Cc1cccc(OC[C@H]2C[C@@H](NCc3nccn3C)[C@H](O)[C@@H]2O)n1	-15.1%
Cc1ccc(C)c(N2CCN(C(=O)c3cccc(-n4c(C)nc5cccnc54)c3)CC2)c1	-2.9%

Screening results from PubChem.
